TDP1 cell CPT: growth inhibition of DT40 Tdp1-/-;hTDP1 cells with camptothecin (screen for TDP1 inhibitors) | chicken DT40 Tdp1-/-;hTDP1 cells + 20 nM CPT, ATP luminescence, 48 h | Potency, µM (series often up to 46.2 µM), without a hit: at the top dose activity change, negative = growth inhibition, usual class: inhibitors | 420,000 tested, 12% active | AID 686979; further: nearly all actives have a fitted effect of over 55% in size
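Chicken DT40 Tdp1-/- cells complemented with human TDP1, 400 cells/well, exposed to compounds plus 20 nM camptothecin for at least 48 h at 37 C; viability read as ATP content by CellTiter-Glo luminescence.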
DT40 TDP1 no CPT: qHTS for Inhibitors of human tyrosyl-DNA phosphodiesterase 1 (TDP1): qHTS in cells in absence of CPT; AID 686978, 2013; Potency, µM (top dose mostly 46.2 µM), for inactives: at the top dose activity change, negative = growth inhibition, most hits filed as inhibitors; 420,000 tested, 15% active; DT40 Tdp1-/- hTDP1 cells, no CPT, ATP luminescence, 48 h; further: nearly all actives have a fitted effect of over 55% in size
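DT40 Tdp1-/-;hTDP1 cells, no CPT (DMSO vehicle only), 400 cells/well; compounds pin-transferred; ≥48 hr, 37 °C; CellTiter-Glo 30 min RT dark, luminescence read.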
GCN5L2 inh: inhibitors of human GCN5L2 histone acetyltransferase; Q92830; GCN5L2 HAT assay, ThioGlo1 CoA-SH fluorescence; Potency, µM (titrated, usually from 58.9 µM), without a hit: top-dose activity change, negative = inhibition, usual class: inhibitors; 390,000 tested, 0.21% active; AID 504327
Target sequence (Q92830 whole entry, looked up): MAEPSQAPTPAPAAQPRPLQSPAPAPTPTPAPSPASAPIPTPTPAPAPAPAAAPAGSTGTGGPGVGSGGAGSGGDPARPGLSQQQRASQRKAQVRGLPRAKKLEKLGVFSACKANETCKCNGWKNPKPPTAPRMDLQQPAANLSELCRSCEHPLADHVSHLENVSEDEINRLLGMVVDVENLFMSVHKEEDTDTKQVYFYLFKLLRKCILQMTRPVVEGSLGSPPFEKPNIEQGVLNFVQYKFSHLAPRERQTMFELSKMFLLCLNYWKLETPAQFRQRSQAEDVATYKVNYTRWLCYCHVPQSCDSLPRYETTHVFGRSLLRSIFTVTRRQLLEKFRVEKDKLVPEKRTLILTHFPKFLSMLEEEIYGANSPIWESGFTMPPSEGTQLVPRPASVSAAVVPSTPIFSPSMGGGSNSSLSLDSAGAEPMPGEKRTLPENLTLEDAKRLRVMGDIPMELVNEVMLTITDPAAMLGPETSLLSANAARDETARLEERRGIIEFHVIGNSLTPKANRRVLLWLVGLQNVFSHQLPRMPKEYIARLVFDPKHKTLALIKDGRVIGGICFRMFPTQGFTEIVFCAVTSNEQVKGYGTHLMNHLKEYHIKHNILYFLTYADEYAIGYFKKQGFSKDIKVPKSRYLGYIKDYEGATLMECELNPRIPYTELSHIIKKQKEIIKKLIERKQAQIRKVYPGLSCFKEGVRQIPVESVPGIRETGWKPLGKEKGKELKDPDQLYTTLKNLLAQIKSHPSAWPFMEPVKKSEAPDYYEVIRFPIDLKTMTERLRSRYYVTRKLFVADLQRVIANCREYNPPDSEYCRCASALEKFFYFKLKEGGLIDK
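GCN5L2 (20nM final) in 50mM HEPES, 0.1mM EDTA pH 7.5, 0.01% Tween-20 was preincubated 15 min at room temperature with compound, then given ThioGlo1 (50uM), H3(1-25) peptide (75uM) and acetyl-CoA (70uM); CoA-thiol fluorescence (Ex340/Em540) was read at 0 and 20 min.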
Numbers without * were called inactive; ? = inconclusive; nt = no result given; [ ] = remark or other dose. The call rests on the fitted dose curve; in most records, active means well fitted curve in the direction sought with a large enough effect; inconclusive means small, poorly fitted or top-dose-only effect, or another doubt; inactive means no such curve, though single readings can be large; an effect the other way counts as inactive or inconclusive. On the % scale 0 is the no-effect control and ±100 the full control effect; potency means the concentration at half of the fitted maximal effect. An excerpt (hit frequency here may not be typical).

mol	TDP1 cell CPT	DT40 TDP1 no CPT	GCN5L2 inh
CCC(C)(C)NC(=O)C(c1ccc(C)cc1)N(Cc1ccco1)C(=O)CCC(=O)Nc1nccs1 (centres undefined)	?	?	-3%[0.501 µM]
CCN(CC)S(=O)(=O)c1ccc(C(=O)NC(=S)N(CCC#N)Cc2cccnc2)cc1	-4%	3%	-15%
CCN(CC)S(=O)(=O)c1ccc(N2CCCC2)c(NC(=O)Cc2ccccc2)c1	?	15µM*	-8%
O=C(NCCCN1CCOCC1)C(=O)N/N=C/c1c(Cl)cccc1Cl	0%	-4%	-8%
O=C(NCc1ccco1)c1ccc(=O)[nH]n1	-28%	1%	-3%
CCOC(=O)/C=C/C(=O)Nc1cc(S(=O)(=O)Nc2ccc(OC)cc2)ccc1N1CCOCC1	5.8µM*	5.2µM*	0%
CCCOc1ccc(/C=C/C(=O)N2CCOCC2)cc1	3%	2%	-1%
O=C(Nc1nnc(S(=O)(=O)N2CCCc3ccccc32)s1)c1cccc(Cl)c1	?	18µM*	-7%
CC(C)(C)NS(=O)(=O)c1cc(C(=O)Nc2sccc2C#N)ccc1Cl	16µM*	12µM*	4%
COc1ccc(CNC(=O)C(=O)Nc2cc(Cl)ccc2OC)cc1	-22%	-20%	15%
O=C(Nc1ncccc1O)c1cc2ccccc2o1	?	?	-4%
COc1cccc(OCc2nnc(SCC(=O)NNC(=O)C3CCCCC3)n2C)c1	16%	16%	-6%
CC(C)(C)C(=O)/C=C(\N)c1ccccn1	-14%	-8%	0%
COc1ccc(CNC(=O)C2CCCN2CCc2ccccc2)cc1OC (centres undefined)	?	?	-1%
COc1cc(Cl)c(C)cc1NC(=O)CSc1ccc(NC(C)=O)cc1	5%	-4%	-8%

5 records drawn at random from the list so far:
mol	TDP1 cell CPT	DT40 TDP1 no CPT	GCN5L2 inh
COc1ccc(CNC(=O)C(=O)Nc2cc(Cl)ccc2OC)cc1	-22%	-20%	15%
CCN(CC)S(=O)(=O)c1ccc(N2CCCC2)c(NC(=O)Cc2ccccc2)c1	?	15µM*	-8%
COc1cc(Cl)c(C)cc1NC(=O)CSc1ccc(NC(C)=O)cc1	5%	-4%	-8%
CCCOc1ccc(/C=C/C(=O)N2CCOCC2)cc1	3%	2%	-1%
COc1ccc(CNC(=O)C2CCCN2CCc2ccccc2)cc1OC (centres undefined)	?	?	-1%

Continued.
mol	TDP1 cell CPT	DT40 TDP1 no CPT	GCN5L2 inh
COc1ccc(OC)c(CNC(=O)Cc2ccc(NC(=O)N3CCSc4ncccc43)cc2)c1	?	?	-11%
NS(=O)(=O)c1ccc(NC(=O)CSc2nc(Nc3ccccc3)nc(N3CCOCC3)n2)cc1	21µM*	16µM*	-15%
O=C(c1cc(COc2ccc(F)cc2F)on1)N1CC[C@@H]2CCCC[C@H]2C1	?	?	?
Cc1c(CCOC(=O)C23CC4CC(CC(C4)C2)C3)sc[n+]1Cc1ccccc1	?	10µM*	-1%
COC(C[C@H](O)C[C@@H](O)[C@@H](C)OCc1ccccc1)OC	-16%	0%	-10%
Cc1ccccc1CS(=O)(=O)CC(O)CN1CCCC1=O (centres undefined)	-6%	14%	1%
CC(=O)Oc1ccccc1Cn1c(C)c(C(=O)NCCC#N)sc1=O	-17%	-11%	nt
Cc1nnc(NC(=O)CN2C(=O)c3ccccc3S2(=O)=O)s1	-1%	3%	-7%[0.501 µM]
CC(C)(CCO)Nc1ncnc2onc(-c3ccc(F)cc3)c12	-23%	?	3%
Cc1ccc2nc(NCC(=O)O)nc(-c3ccccc3)c2c1	?	-12%	-28%
CCn1c(SCC(=O)c2ccccc2)nnc1-c1cnccn1	-25%	-10%	-6%
O=C(CSc1n[nH]c(-c2ccccn2)n1)Nc1ccc(F)cc1	?	7.3µM*	-3%
N#C/C(=C/C1=C(N2CCOCC2)C(=C/c2ccccc2)/CC1)C(=O)Nc1ccccc1F	13µM*	16µM*	nt
CCOC(=O)Cn1c(=NC(=O)c2ccc([N+](=O)[O-])s2)sc2ccccc21	?	?	-8%
N#CC1(NC(=O)Cn2cc(C(F)(F)F)ccc2=O)CCCC1	-6%	-1%	2%
Cc1ccc(SCC(=O)NC(=O)Nc2ccc3c(c2)OCCO3)cc1C	-21%	-2%	-11%
Cc1ccc(NC(=O)NC(=S)NC(=O)c2ccccc2)cc1	?	?	-2%
COc1ccc(NC(=O)c2c(-c3ccc(C)cc3)nnc3ccccc23)c(OC)c1	18µM*	16µM*	13%
COc1cc(-c2noc(C)c2C#Cc2nccn2C)cc(OC)c1OC	16µM*	13µM*	-5%
Cc1ccc2[nH]c(=O)c3cc(C(=O)NCCc4ccc(Cl)cc4)sc3c2c1	?	?	4%
Cc1cn(C2CC(OC(=O)C(C)C)C(CO)O2)c(=O)[nH]c1=O (centres undefined)	-2%	5%	-1%
COc1ccc(SCc2cc(=O)c3cc(Cl)ccc3[nH]2)cc1	21µM*	3.7µM*	1%
COc1ccc(CN=Cc2c(C(F)(F)F)[nH][nH]c2=O)cc1	?	?	0%
CN(C)S(=O)(=O)c1cccc(NC(=O)c2cncc(Br)c2)c1	?	?	-5%
O=C(/C=C/C(=O)NCc1cccs1)NCc1cccs1	11%	-10%	3%
O=C(CCN1C(=O)c2ccccc2S1(=O)=O)Nc1cc(Cl)ccc1Cl	-10%	3%	-4%
Cc1cc(C(=O)NNC(=O)c2ccccc2F)c2ccccc2n1	4%	13%	-1%
Cc1ccc(Nc2nc(N)nc(CN3CCN(c4ccccc4)CC3)n2)cc1Cl	?	18µM*	1%
COc1cc2[nH]c(=O)n(Cc3ccc(C(=O)NC4CCN(Cc5ccccc5)CC4)cc3)c(=O)c2cc1OC	-26%	?	-4%
CCOC(=O)c1c(C)c(C(=O)Nc2ccccc2)c(C)n1CC	-18%	-30%	-3%
O=C(O)c1ccc(S(=O)(=O)c2ccc3c(c2)C(=O)N(NC(=O)c2ccc(O)cc2)C3=O)cc1	10%	20%	-11%
COc1ccc(Cl)cc1-n1nnc(-c2nc(-c3ccccc3)no2)c1C	-19%	-1%	8%
CCCCc1ccc(N=N/C(C(=O)Nc2cc(OC)c(NC(C)=O)cc2OC)=C(/C)O)cc1	?	-42%	1%
COc1cccc(-n2ccn(CC(=O)NCc3ccc(C)cc3)c(=O)c2=O)c1	-1%	-24%	3%
O=C(NC1CCCCC1)C(c1ccncc1)N(CC1CCCO1)C(=O)C(F)(F)F (centres undefined)	-2%	-9%	0%
O=P(CCc1ccccc1)(c1ccccc1)c1ccccc1	-2%	-22%	nt
Cc1cccc(OCC(=O)Nc2c(C(=O)N3CCN(c4ccccc4)CC3)oc3ccccc23)c1	?	23µM*	-4%
Cc1ccc(NC(=S)c2ccc(N(C)C)cc2)cc1	-1%	-17%	0%
CCN(C(=O)c1nn(-c2ccc(OC)cc2)c(=O)c2c1c1ccccc1n2C)c1ccc(OC)cc1	-2%	-25%	-8%
O=C1CC(C(=O)N(CC2CCCO2)C(C(=O)NC2CCCCC2)c2ccncc2)CS1 (centres undefined)	-17%	-14%	18%
O=C(/C=C/c1ccc2c(c1)OCO2)NC1CCCC1	1%	-2%	-4%
CCNC(=O)CCc1nc(-c2ccc(C)cc2)no1	3%	-27%	-2%
CCCCN(CC)Cc1ccc(CNC(=O)Nc2ccc(OCC)cc2)o1	?	?	-1%
CN(C)c1ccc(/C=N/NC(=O)CNC(=O)/C=C/c2ccccc2)cc1	0%	-13%	?
COc1cccc(NC(=O)CN(CCc2ccccc2)S(=O)(=O)c2ccc(Cl)cc2)c1	-4%	-1%	1%
COC(=O)C1=C(C)NC(C)=C(C(=O)OC)C1c1ccc2ccccc2n1	-7%	-17%	-2%
Cn1cccc1C(=O)N1CCC2(CCCN(C(=O)Nc3cccc(C#N)c3)C2)CC1	-4%	-23%	-2%
O=C(Cn1cnc2ccccc21)Nc1ccc(SC(F)F)cc1	21µM*	2.3µM*	-11%
CC(NC(=O)Cn1cnc([N+](=O)[O-])n1)c1ccccc1 (centres undefined)	-1%	10%	1%
CC(=O)c1ccccc1OCC(O)CN1CCN(C(c2ccccc2)c2ccccc2)CC1 (centres undefined)	?	?	-3%
CCCCNc1oc(-c2ccc(OC)cc2)nc1S(=O)(=O)c1ccccc1	?	?	-12%
Cc1ccccc1CN1CCN(CC(=O)NCc2ccc3c(c2)OCO3)C1=O	17%	1%	0%
CCc1nnc(NC(=O)CSc2nc3ccccc3o2)s1	-2%	-11%	-2%
CCN1CCCC1CNC(=O)C(=O)Nc1ccccc1 (centres undefined)	-1%	13%	-5%
COc1cccc(-c2nnc(-c3ccc(C(F)(F)F)cc3)o2)c1OC	?	21µM*	0%
O=C(/C=C/c1cccc2ccccc12)N1CCOCC1	0%	-8%	-7%
Oc1ccc(NCc2ccccc2OCc2ccccc2Cl)cc1	15µM*	5.2µM*	-3%
O=C(Cc1ccc(NC(=O)C2CCN(C(=O)c3ccccc3)CC2)cc1)Nc1cccc(C(=O)N2CCCCC2)c1	-19%	-17%	nt
O=C(NCc1ccccn1)c1cc(-c2ccccc2Cl)on1	-4%	-5%	-22%
Cc1nnc(SCc2nnc(-c3cccs3)o2)n1C1CCCCC1	-5%	4%	1%

Other records follow:
mol	TDP1 cell CPT	DT40 TDP1 no CPT	GCN5L2 inh
CCC(C)(C)n1nnnc1C(c1cc2cc3c(cc2[nH]c1=O)OCO3)N1CCN(C)CC1 (centres undefined)	-5%	-5%	-8%
COc1ccccc1CNc1nc(NCCN2CCNC2=O)c2sccc2n1	18µM*	?	nt
COc1ccc(Cn2c(CNS(=O)(=O)c3ccc4c(c3)CCCC4)nc3cccnc32)cc1	?	?	-9%
CCOc1ccccc1C(=O)Oc1c(S(=O)(=O)c2ccc(C)cc2)c(C)nn1-c1ccccc1	10µM*	21µM*	-14%
CCOC(=O)CNC(=O)CN1CCCN(S(=O)(=O)c2ccc(Br)s2)CC1	-24%	?	-10%
O=C(CCC1CC(=O)Nc2ccccc21)NCc1ccc(F)cc1 (centres undefined)	-5%	1%	1%
O=C(NCc1ccco1)C12CC3CC(C1)CC(C(=O)NCc1ccco1)(C3)C2	14%	-9%	-2%
O=C(CCCCC(=O)NN=Cc1ccc(Cl)cc1)NN=Cc1ccc(Cl)cc1	?	?	nt
O=C1/C(=C/c2ccsc2)N2CCC1CC2	11%	-11%	-6%
Cc1cccc(-c2oc3ccc(-c4ccc5c(c4)OCO5)cc3c2C#Cc2cncn2C)c1	?	?	-7%
CCC(=O)N=c1sc2ccccc2n1-c1ccccc1	-14%	-35%	0%
Cc1cccc(C)c1OCC(O)CN1CCCCC1 (centres undefined)	1%	5%	-3%
Cc1c(C(=O)N(C)C(C)c2ccncn2)oc2c(F)cccc12 (centres undefined)	18%	-24%	-20%
COc1cc(C)c(Br)cc1S(=O)(=O)NCc1ccccc1	1%	9%	-1%
Cc1nc(NC(=O)c2ccco2)sc1C(=O)O	6.5µM*	10µM*	-8%
CCCCCn1c(SCCOCC)nc2c1c(=O)[nH]c(=O)n2C	?	?	-2%
CS(=O)(=O)N1CC2CCCN2c2cc(C(F)(F)F)ccc21 (centres undefined)	-16%	-21%	1%
CCOc1ccccc1NC(=O)C1=C(C)Nc2ncnn2C1c1ccc(NC(C)=O)cc1 (centres undefined)	-6%	-21%	-2%
O=C(CSc1nc(Nc2ccccc2)nc(N2CCOCC2)n1)Nc1cccc([N+](=O)[O-])c1	?	?	-8%
CC(C)(C)c1ccc2c(c1)N(CC(=O)N1CCOCC1)C(=O)CO2	5%	5%	-9%
O=C(Nc1nnc(SCc2ccc(F)cc2)s1)C1Cc2ccccc2CN1C(=O)c1ccco1 (centres undefined)	-19%	?	-23%
CCN(CC)S(=O)(=O)c1ccc2oc(C(=O)N3CCc4ccccc4C3)c(C)c2c1	?	2.1µM*	-5%
O=[N+]([O-])c1cc(-c2nnc(N3CCOCC3)c3ccccc23)ccc1N1CCOCC1	?	?	-6%
CCc1nc2ccc(C(=O)N3CCN(C(C)=O)CC3)cn2c1N(CC)C(=O)NCCc1ccccc1	-8%	-12%	nt
